MITF primary: blocks human microphthalmia-associated transcription factor; AlphaScreen MITF homodimerization, bead proximity signal; inhibition, % at 2.6 µM; AID 1259374; hit rate 0.91% among 650,000; O75030; in the data active means inhibition above about 50%;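 further: 0% = vehicle wells with protein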
Target sequence (O75030 whole entry, looked up): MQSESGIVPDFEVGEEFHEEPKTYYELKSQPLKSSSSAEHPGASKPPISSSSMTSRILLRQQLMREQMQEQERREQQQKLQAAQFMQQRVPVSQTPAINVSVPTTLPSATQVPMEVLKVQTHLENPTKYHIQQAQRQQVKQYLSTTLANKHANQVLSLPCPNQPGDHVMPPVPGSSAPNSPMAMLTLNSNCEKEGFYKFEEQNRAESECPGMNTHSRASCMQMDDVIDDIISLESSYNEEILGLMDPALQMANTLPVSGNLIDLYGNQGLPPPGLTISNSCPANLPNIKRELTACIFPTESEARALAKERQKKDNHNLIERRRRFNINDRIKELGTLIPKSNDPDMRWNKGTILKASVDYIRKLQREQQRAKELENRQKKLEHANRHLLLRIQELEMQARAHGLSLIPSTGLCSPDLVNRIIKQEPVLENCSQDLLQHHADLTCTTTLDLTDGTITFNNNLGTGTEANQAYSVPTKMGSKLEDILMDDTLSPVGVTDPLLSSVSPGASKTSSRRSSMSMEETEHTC
FBW7 act: human FBW7 E3 ligase activation, primary screen; Q969H0; AlphaScreen FBW7–phospho-cyclin E peptide binding, activator screen; normalized activity (activation), % at 26.1 µM; hit rate 0.13% among 650,000; AID 1259310; in the data active means normalized activity above about 1.9%;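 further: purified mutant Fbw7 with reduced substrate affinity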
TEAD-YAP block: TEAD-YAP interaction inhibition; HEK-TIYL cells, TEAD-Gal4/YAP UAS-luciferase luminescence; inhibition, % at 9.12 µM; hit rate 1.4% among 640,000; AID 1259422; in the data active means inhibition above about 32%;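 further: 0% = median of test compound wells and 100% = reference inhibitor wells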
GPR151 activ: human GPR151 activation | AID 1508602 | hit rate 1% among 650,000 | PathHunter beta-arrestin GPR151 cells, luminescence | activation, % at 11.2 µM; in the data active means activation above about 4.9%;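 further: 0% = median of compound wells and 100% = cells with positive control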
Target sequence (Q8TDV0 whole entry, looked up): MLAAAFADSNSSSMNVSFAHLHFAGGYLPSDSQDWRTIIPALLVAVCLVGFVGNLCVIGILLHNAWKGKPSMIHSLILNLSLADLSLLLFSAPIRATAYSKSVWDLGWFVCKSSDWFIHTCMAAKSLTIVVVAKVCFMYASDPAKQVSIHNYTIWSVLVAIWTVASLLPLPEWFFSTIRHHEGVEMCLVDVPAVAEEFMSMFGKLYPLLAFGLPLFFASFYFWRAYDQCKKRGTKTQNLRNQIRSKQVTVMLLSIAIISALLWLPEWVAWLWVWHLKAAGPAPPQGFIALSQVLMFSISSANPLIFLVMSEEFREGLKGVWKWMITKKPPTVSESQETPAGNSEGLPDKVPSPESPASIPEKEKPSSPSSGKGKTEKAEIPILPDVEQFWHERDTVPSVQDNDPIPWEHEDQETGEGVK
Numbers without * were called inactive.

Screening COc1cccc(-c2cc(C(F)(F)F)n3ncc(C(=O)N4CCCC4)c3n2)c1 returned MITF primary 6, FBW7 act 0.0, TEAD-YAP block -9 and GPR151 activ 1.7.
For O=C(NCCN1CCOCC1)c1ccc2c(c1)ncn2-c1ccc(F)c(F)c1 the results were MITF primary -6, FBW7 act 0.0, TEAD-YAP block -21 and GPR151 activ 0.7.
CCOc1ccccc1N(C)C(=O)CNC(=O)Cn1cnc2sc3c(c2c1=O)CCCC3 was read as MITF primary -1, FBW7 act 0.0, TEAD-YAP block 10 and GPR151 activ -1.5.
CCn1c(=O)n(CC(=O)N2CCOCC2)c(=O)c2ccccc21 was read as MITF primary 0, FBW7 act -0.1, TEAD-YAP block 16 and GPR151 activ 2.9.
`Cc1cccc(-c2nc(C)cc(NCCCN3CCOCC3)n2)c1` gave MITF primary 2, FBW7 act 0.1, TEAD-YAP block -30 and GPR151 activ 0.5.
Screening COc1ccccc1CC(=O)Nc1ccc(Br)cc1F returned MITF primary 13, FBW7 act 0.1, TEAD-YAP block 11 and GPR151 activ -1.9.
Screening COc1cc(OC)c(/C=N/NC(=O)COc2ccc(Cl)cc2C)c(OC)c1 returned MITF primary 16, FBW7 act 0.1, TEAD-YAP block -8 and GPR151 activ -1.0.
O=C(c1cccnc1Nc1ccc(OCc2ccccc2)cc1)N1CCCC1 was read as MITF primary 2, FBW7 act -0.1, TEAD-YAP block 14 and GPR151 activ -1.6.
Screening CCc1cc2c(=O)c(-c3ccc4c(c3)OCCCO4)coc2cc1OC(C)C(=O)OC (stereo unspecified) returned MITF primary 4, FBW7 act 0.2, TEAD-YAP block 23 and GPR151 activ 3.9.
COC(=O)C1=C(C)NC(SCC(=O)Nc2ccc(C)cc2C)=C(C#N)C1c1ccccc1Cl (stereo unspecified) was read as MITF primary -10, FBW7 act -0.5, TEAD-YAP block 8 and GPR151 activ -0.3.
COc1cc2c3c(c1OC)C1(C=CC(=NNC(N)=O)C=C1)CC3N(C(C)=O)CC2 (stereo unspecified) was read as MITF primary 4, FBW7 act 0.4, TEAD-YAP block -4 and GPR151 activ -0.2.
For COc1ccc(OCC(=O)N2CCC3(CC2)OCc2ccccc2O3)cc1 the results were MITF primary -3, FBW7 act -0.2, TEAD-YAP block -13 and GPR151 activ -0.3.
`CCOc1ccccc1N1CCN(C(=O)Nc2cccc(F)c2)CC1` gave MITF primary 7, FBW7 act 0.2, TEAD-YAP block -5 and GPR151 activ -0.3.
O=C(N/N=C/c1ccccc1O)c1ccc([N+](=O)[O-])cc1 was read as MITF primary -28, FBW7 act -0.2, TEAD-YAP block -8 and GPR151 activ 1.1.
CCOC(=O)c1sc(NC(=O)COc2cccc(C)c2C)c(C(=O)OCC)c1C was read as MITF primary 21, FBW7 act 0.0, TEAD-YAP block -7 and GPR151 activ 0.4.
For O=C(NCc1n[nH]c(=S)n1-c1ccccc1)c1c(F)cccc1Cl the results were MITF primary 2, FBW7 act 0.0, TEAD-YAP block 3 and GPR151 activ -1.1.
For CC(=O)NNC(=S)Nc1cc(S(=O)(=O)N(C)C)ccc1C the results were MITF primary 21, FBW7 act 0.1, TEAD-YAP block 0 and GPR151 activ -1.8.
For C/C(CC(=O)NC(C)c1ccccc1)=N\NC(N)=S (stereo unspecified) the results were MITF primary 10, FBW7 act -0.3, TEAD-YAP block 5 and GPR151 activ -0.6.
Cc1cc(C)n2c(SCC(N)=O)nnc2n1 was read as MITF primary -12, FBW7 act 0.1, TEAD-YAP block -1 and GPR151 activ -0.3.
O=[N+]([O-])c1cccc(S(=O)(=O)Nc2cc(Cl)c(O)c(Cl)c2Cl)c1 was read as MITF primary 14, FBW7 act 0.5, TEAD-YAP block 12 and GPR151 activ 0.0.
For CC(C)Oc1cccc(OCCN2C(=O)c3ccccc3C2=O)c1 the results were MITF primary 6, FBW7 act -0.1, TEAD-YAP block -15 and GPR151 activ -1.0.
`COc1ccc(-c2cc(C)nc3ncnn23)cc1` gave MITF primary 5, FBW7 act 0.0, TEAD-YAP block 11 and GPR151 activ -0.1.
CCOc1ccc(NC(=O)c2sc(N3CCOCC3)nc2-c2ccccc2)cc1 was read as MITF primary 1, FBW7 act 0.0, TEAD-YAP block 8 and GPR151 activ 0.6.
For COc1cc(OC)cc(C(=O)N2CCN(Cc3cccnc3)CC2)c1 the results were MITF primary 66*, FBW7 act 0.5, TEAD-YAP block 24 and GPR151 activ -1.6.
Screening O=C(CSc1nnc(Cc2cc(=O)[nH]c(=O)[nH]2)n1-c1ccccc1)N1CCCCC1 returned MITF primary 2, FBW7 act 0.0, TEAD-YAP block 3 and GPR151 activ 0.1.
For O=C(c1ccccc1F)N1CCN(S(=O)(=O)c2cc3c4c(c2)CCC(=O)N4CCC3)CC1 the results were MITF primary -7, FBW7 act 0.6, TEAD-YAP block 3 and GPR151 activ -0.9.
`COc1ccc(C(CNc2nnc(C)c(=O)n2N)c2c[nH]c3ccccc23)cc1` (stereo unspecified) gave MITF primary 10, FBW7 act 0.4, TEAD-YAP block -19 and GPR151 activ 2.4.
`CCC1CCCCN1Cc1nc2c(c(=O)n(C)c(=O)n2C)n1CC(=O)c1ccccc1` (stereo unspecified) gave MITF primary 14, FBW7 act 0.3, TEAD-YAP block 11 and GPR151 activ 0.9.
COc1ccc(CN2CCN(C3CCN(C(C)C)CC3)C(CCO)C2)cc1OC (stereo unspecified) was read as MITF primary -7, FBW7 act -0.1, TEAD-YAP block -8 and GPR151 activ 0.4.
For COc1ccc(C(=O)N/C(=C\c2ccccc2)C(=O)N2CCOCC2)cc1 the results were MITF primary -5, FBW7 act -0.2, TEAD-YAP block 7 and GPR151 activ 0.4.

Quoted from the listing, 12 compounds:
Screening COc1cccc(-c2cc(C(F)(F)F)n3ncc(C(=O)N4CCCC4)c3n2)c1 returned MITF primary 6, FBW7 act 0.0, TEAD-YAP block -9 and GPR151 activ 1.7.
For O=C(NCCN1CCOCC1)c1ccc2c(c1)ncn2-c1ccc(F)c(F)c1 the results were MITF primary -6, FBW7 act 0.0, TEAD-YAP block -21 and GPR151 activ 0.7.
CCOc1ccccc1N(C)C(=O)CNC(=O)Cn1cnc2sc3c(c2c1=O)CCCC3 was read as MITF primary -1, FBW7 act 0.0, TEAD-YAP block 10 and GPR151 activ -1.5.
CCn1c(=O)n(CC(=O)N2CCOCC2)c(=O)c2ccccc21 was read as MITF primary 0, FBW7 act -0.1, TEAD-YAP block 16 and GPR151 activ 2.9.
`Cc1cccc(-c2nc(C)cc(NCCCN3CCOCC3)n2)c1` gave MITF primary 2, FBW7 act 0.1, TEAD-YAP block -30 and GPR151 activ 0.5.
Screening COc1ccccc1CC(=O)Nc1ccc(Br)cc1F returned MITF primary 13, FBW7 act 0.1, TEAD-YAP block 11 and GPR151 activ -1.9.
Screening COc1cc(OC)c(/C=N/NC(=O)COc2ccc(Cl)cc2C)c(OC)c1 returned MITF primary 16, FBW7 act 0.1, TEAD-YAP block -8 and GPR151 activ -1.0.
O=C(c1cccnc1Nc1ccc(OCc2ccccc2)cc1)N1CCCC1 was read as MITF primary 2, FBW7 act -0.1, TEAD-YAP block 14 and GPR151 activ -1.6.
Screening CCc1cc2c(=O)c(-c3ccc4c(c3)OCCCO4)coc2cc1OC(C)C(=O)OC (stereo unspecified) returned MITF primary 4, FBW7 act 0.2, TEAD-YAP block 23 and GPR151 activ 3.9.
COC(=O)C1=C(C)NC(SCC(=O)Nc2ccc(C)cc2C)=C(C#N)C1c1ccccc1Cl (stereo unspecified) was read as MITF primary -10, FBW7 act -0.5, TEAD-YAP block 8 and GPR151 activ -0.3.
COc1cc2c3c(c1OC)C1(C=CC(=NNC(N)=O)C=C1)CC3N(C(C)=O)CC2 (stereo unspecified) was read as MITF primary 4, FBW7 act 0.4, TEAD-YAP block -4 and GPR151 activ -0.2.
For COc1ccc(OCC(=O)N2CCC3(CC2)OCc2ccccc2O3)cc1 the results were MITF primary -3, FBW7 act -0.2, TEAD-YAP block -13 and GPR151 activ -0.3.

The list continues.
O=C(NCCCN1CCOCC1)c1n[nH]c(=O)c2ccccc12 was read as MITF primary 20, FBW7 act 0.2, TEAD-YAP block 6 and GPR151 activ -1.4.
For CC(C)(C)c1ccc(C2=N/C(=C/c3ccc(OCc4ccc(Cl)cc4)cc3)C(=O)O2)cc1 the results were MITF primary -3, FBW7 act 0.2, TEAD-YAP block 1 and GPR151 activ 0.1.
CCCCC(=O)Nc1ccc(NC(=O)COc2cccc(C)c2)cc1OC was read as MITF primary 4, FBW7 act 0.1, TEAD-YAP block -12 and GPR151 activ -0.6.
`O=C1N[C@H](CO)C(=O)N2CCN(Cc3cccc4ncccc34)C[C@H]12` gave MITF primary -18, FBW7 act 0.1, TEAD-YAP block -10 and GPR151 activ -2.5.
`CCCCCn1c(SCC(=O)c2ccccc2)nc2cc(C(=O)N(C)Cc3ccccc3)ccc2c1=O` gave MITF primary 10, FBW7 act 0.4, TEAD-YAP block 9 and GPR151 activ 0.2.
`Cc1ccc(N2C(=O)c3ccc(C(=O)Nc4cccc(C(=O)c5ccccc5)c4)cc3C2=O)cc1C` gave MITF primary -1, FBW7 act 0.0, TEAD-YAP block 4 and GPR151 activ -0.4.
N#C/C(=C\c1ccc2c(c1)OCO2)C(=O)OCC(=O)NCC1CCCCC1 was read as MITF primary -2, FBW7 act -0.1, TEAD-YAP block 5 and GPR151 activ 0.1.
`CC[n+]1c(C)sc2c3ccsc3ccc21` gave MITF primary 4, FBW7 act 0.0, TEAD-YAP block 5 and GPR151 activ 1.7.
For COc1ccccc1NC(=O)/C=C/c1cccc([N+](=O)[O-])c1 the results were MITF primary 18, FBW7 act -0.1, TEAD-YAP block 0 and GPR151 activ 1.4.
Screening COc1cc(NC(=O)N2CCC(CN3CCCCC3)CC2)cc(OC)c1 returned MITF primary -4, FBW7 act 0.2, TEAD-YAP block -12 and GPR151 activ -3.6.
`Cc1nc(NC(=O)/C=C/c2ccccc2)sc1C(=O)Nc1ccccc1` gave MITF primary 1, FBW7 act 0.0, TEAD-YAP block 6 and GPR151 activ 1.5.
O=[N+]([O-])c1ccc(-c2nnc(-c3ccc4c(c3)OCO4)o2)cc1 was read as MITF primary -20, FBW7 act 0.1, TEAD-YAP block -6 and GPR151 activ -1.6.
`CCCN(CCC)C(=O)C(Cc1ccccc1)N1C(=O)C2C3C=CC(C3)C2C1=O` (stereo unspecified) gave MITF primary -8, FBW7 act 0.0, TEAD-YAP block -4 and GPR151 activ 0.0.
CCN(CC)S(=O)(=O)c1ccc2c(c1)N(CC(=O)Nc1cccnc1)C(=O)CO2 was read as MITF primary 13, FBW7 act -0.2, TEAD-YAP block 7 and GPR151 activ -0.2.
`CC1CC(C)CN(C(=O)Cc2ccc(Br)cc2)C1` (stereo unspecified) gave MITF primary 4, FBW7 act -0.1, TEAD-YAP block -1 and GPR151 activ 0.0.
For CCN1CCN(C(=O)CCc2nnc(Cc3ccc(-c4ccccc4)cc3)o2)[C@@H](C)C1=O the results were MITF primary 8, FBW7 act 0.1, TEAD-YAP block 0 and GPR151 activ 0.2.
Screening CCOc1ccc2oc(-c3cc(Br)cc4c3OCOC4)c(N)c(=O)c2c1 returned MITF primary 17, FBW7 act 0.2, TEAD-YAP block 4 and GPR151 activ -0.3.
`COc1ccc(C2=NC(c3ccccc3Cl)NC(c3cc(Cl)ccc3O)C2)cc1` (stereo unspecified) gave MITF primary 10, FBW7 act -0.1, TEAD-YAP block 0 and GPR151 activ 1.2.
For O=C1c2cccc3cc(Br)cc(c23)C(=O)N1Nc1ccc(Cl)cc1 the results were MITF primary 3, FBW7 act 0.0, TEAD-YAP block -5 and GPR151 activ -1.8.
`CCn1cc(C(=O)O)c(=O)c2ccc(Cc3ccccc3)nc21` gave MITF primary 22, FBW7 act 0.0, TEAD-YAP block -7 and GPR151 activ -1.5.
Screening Cc1cnc(C(=O)NCc2nc(-c3ccncc3)n[nH]2)cn1 returned MITF primary 20, FBW7 act 0.9, TEAD-YAP block 14 and GPR151 activ -1.2.
Screening O=C1CCCC2=C1C1(O)C(=O)c3ccccc3C1(O)O2 (stereo unspecified) returned MITF primary 17, FBW7 act -0.8, TEAD-YAP block 4 and GPR151 activ 4.1.
`CC(=O)c1ccc(N2CCN(C(=O)CCCCCn3c(=S)[nH]c4cc5c(cc4c3=O)OCO5)CC2)cc1` gave MITF primary 9, FBW7 act -0.1, TEAD-YAP block -6 and GPR151 activ -0.9.
CC1CN(C(=S)NC(=O)C2CC2)CC(C)O1 (stereo unspecified) was read as MITF primary 4, FBW7 act -0.1, TEAD-YAP block -5 and GPR151 activ -0.1.
For CN(C)/N=C/c1ccccc1OC(=O)c1cccnc1 the results were MITF primary 24, FBW7 act 0.8, TEAD-YAP block 5 and GPR151 activ -0.4.
For Cc1cccc(-n2nc3c(c2NC(=O)Cc2ccc(F)cc2)CS(=O)(=O)C3)c1C the results were MITF primary 11, FBW7 act -0.1, TEAD-YAP block -5 and GPR151 activ 0.9.
CCn1c(SCC(=O)O)nc2ccccc21 was read as MITF primary 0, FBW7 act -0.1, TEAD-YAP block 1 and GPR151 activ -0.1.
`CCOc1ccc(N=C(c2cc([N+](=O)[O-])cc([N+](=O)[O-])c2)N2CCOCC2)cc1` gave MITF primary 2, FBW7 act 0.2, TEAD-YAP block 5 and GPR151 activ 1.3.
For CCOC(=O)/C(=C\c1cc(Br)ccc1OCC)C(C)=O the results were MITF primary -2, FBW7 act -0.3, TEAD-YAP block 5 and GPR151 activ 0.3.
COC(CN(C)S(=O)(=O)c1cc(Br)cc2c1N(C(C)=O)CC2)OC was read as MITF primary 7, FBW7 act 0.2, TEAD-YAP block -15 and GPR151 activ -0.4.
For O=C(Cn1nc(-c2ccccc2)ccc1=O)NCCN1CCOCC1 the results were MITF primary 6, FBW7 act 0.1, TEAD-YAP block 9 and GPR151 activ 0.2.

Screening results (PubChem)
